Mtb BioA inh: BioA (M. tuberculosis) enzyme inhibition; purified M. tuberculosis BioA enzyme, plate reader; inhibition, % at 9.99 µM; 0.096% of 360,000 active; AID 602481; in the data active = inhibition above about 40%
The depositor's hits bear a star.

SMILES	Mtb BioA inh
CO[C@@H]1CN(C)C(=O)c2cc(NS(=O)(=O)c3ccc(Cl)cc3)ccc2OC[C@@H](C)N(C)C[C@H]1C	-2.4
COc1ccc(NC(=O)N(C)C[C@@H]2Oc3c(NC(=O)c4ccc(-c5nccs5)cc4)cccc3C(=O)N([C@H](C)CO)C[C@@H]2C)cc1	1.6
O=C(NCC[C@H]1CC[C@@H](NS(=O)(=O)c2cccc(F)c2)[C@H](CO)O1)c1cnccn1	2.8
CCCC(=O)Nc1ccc2c(c1)OC[C@@H](C)N(C(=O)CC)C[C@@H](C)[C@H](OC)CN(C)C2=O	0.5
COc1ccc(S(=O)(=O)Nc2ccc3c(c2)C(=O)N([C@@H](C)CO)C[C@H](C)[C@H](CN(C)Cc2ccc4c(c2)OCO4)OCCCC[C@@H](C)O3)cc1	-0.7
O=C(c1ccc(F)cc1)N1CCCCN2[C@H](CO)[C@@H](c3ccc(-c4ccc(F)cc4)cc3)[C@H]2C1	11.6
O=C(C[C@@H]1CC[C@H]2[C@@H](COC[C@H](O)CN2Cc2cccc(F)c2)O1)NCc1cccc(F)c1	2.1
O=C(NC[C@H]1[C@@H](c2ccccc2)[C@@H](CO)N1CC1CCCC1)C1CC1	8.5
COc1ccc(S(=O)(=O)N(C)C[C@@H]2OCCCC[C@@H](C)Oc3ccc(NS(C)(=O)=O)cc3C(=O)N([C@H](C)CO)C[C@@H]2C)cc1	0.0
CO[C@@H]1CN(C)C(=O)c2cc(NC(=O)C3CC3)ccc2OC[C@H](C)N(Cc2ccc(F)cc2)C[C@H]1C	-2.7
C[C@H]1CN([C@@H](C)CO)C(=O)c2cc(NC(=O)Nc3cccc4ccccc34)ccc2O[C@@H]1CN(C)S(=O)(=O)c1ccc(Cl)cc1	-1.7
COCC#Cc1cnc2c(c1)C(=O)N([C@H](C)CO)C[C@@H](C)[C@@H](CN(C)C(=O)Cc1ccncc1)O2	-3.2
CN1[C@@H]2c3ccc(-c4ccccc4F)c(=O)n3C[C@@H]2[C@@H](CO)[C@@H]1C(=O)Nc1nccs1	4.9
O=C(C[C@@H]1CC[C@H]2[C@@H](COC[C@H](O)CN2C(=O)C2CCOCC2)O1)NCc1ccncc1	-2.6
O=S(=O)(c1ccccc1F)N1CC[C@@H]2[C@@H](CO)Nc3ccc(C4=CCCCC4)cc3[C@@H]21	0.3

10 structures out of the list, arranged by heavy-atom count, falling:
SMILES	Mtb BioA inh
COc1ccc(S(=O)(=O)Nc2ccc3c(c2)C(=O)N([C@@H](C)CO)C[C@H](C)[C@H](CN(C)Cc2ccc4c(c2)OCO4)OCCCC[C@@H](C)O3)cc1	-0.7
COc1ccc(NC(=O)N(C)C[C@@H]2Oc3c(NC(=O)c4ccc(-c5nccs5)cc4)cccc3C(=O)N([C@H](C)CO)C[C@@H]2C)cc1	1.6
COc1ccc(S(=O)(=O)N(C)C[C@@H]2OCCCC[C@@H](C)Oc3ccc(NS(C)(=O)=O)cc3C(=O)N([C@H](C)CO)C[C@@H]2C)cc1	0.0
CO[C@@H]1CN(C)C(=O)c2cc(NC(=O)C3CC3)ccc2OC[C@H](C)N(Cc2ccc(F)cc2)C[C@H]1C	-2.7
O=C(c1ccc(F)cc1)N1CCCCN2[C@H](CO)[C@@H](c3ccc(-c4ccc(F)cc4)cc3)[C@H]2C1	11.6
O=C(C[C@@H]1CC[C@H]2[C@@H](COC[C@H](O)CN2Cc2cccc(F)c2)O1)NCc1cccc(F)c1	2.1
CCCC(=O)Nc1ccc2c(c1)OC[C@@H](C)N(C(=O)CC)C[C@@H](C)[C@H](OC)CN(C)C2=O	0.5
CN1[C@@H]2c3ccc(-c4ccccc4F)c(=O)n3C[C@@H]2[C@@H](CO)[C@@H]1C(=O)Nc1nccs1	4.9
O=C(NCC[C@H]1CC[C@@H](NS(=O)(=O)c2cccc(F)c2)[C@H](CO)O1)c1cnccn1	2.8
O=C(NC[C@H]1[C@@H](c2ccccc2)[C@@H](CO)N1CC1CCCC1)C1CC1	8.5

(next part)
SMILES	Mtb BioA inh
COc1ccccc1CNC(=O)C[C@@H]1CC[C@H]2[C@@H](COC[C@H](O)CN2C(=O)Nc2ccc(F)cc2)O1	2.8
C[C@@H](NC(=O)C[C@H]1CC[C@H]2[C@@H](COC[C@@H](O)CN2C)O1)c1ccccc1	0.8
COc1cccc(CNC(=O)C[C@@H]2C=C[C@@H](NC(=O)C3CCOCC3)[C@H](CO)O2)c1	-0.5
C[C@@H]1CN([C@@H](C)CO)C(=O)Cc2cc(NC(=O)CCC(F)(F)F)ccc2O[C@@H]1CN(C)CC1CCCCC1	4.0
C[C@H]1CCCCO[C@@H](CN(C)S(=O)(=O)c2ccccc2)[C@@H](C)CN([C@@H](C)CO)C(=O)c2cc(NS(=O)(=O)c3ccccc3)ccc2O1	-2.2
COc1ccc(S(=O)(=O)N(C)C[C@@H]2Oc3ccc(NS(=O)(=O)c4ccc(C)cc4)cc3CC(=O)N([C@@H](C)CO)C[C@@H]2C)cc1	-1.4
COCC(=O)N1[C@H](CO)[C@@H](c2ccccc2)[C@H]1CN(C)C(=O)c1cccnc1	-4.5
CC(=O)N1CCCCN2[C@@H](CO)[C@@H](c3ccc(-c4ccncc4)cc3)[C@@H]2C1	-1.6
O=C(C[C@@H]1C[C@H]2c3cc(NC(=O)Nc4ccccc4)ccc3O[C@H]2[C@H](CO)O1)NCc1ccccn1	-0.9
C[C@H]1CN([C@@H](C)CO)C(=O)Cc2cc(NC(=O)Nc3ccc(C(F)(F)F)cc3)ccc2O[C@@H]1CN(C)C(=O)Nc1ccc(C(F)(F)F)cc1	-3.7
C[C@@H]1CCCCO[C@H](CN(C)Cc2ccc(C(F)(F)F)cc2)[C@@H](C)CN([C@@H](C)CO)C(=O)c2cc(NC(=O)CCC(F)(F)F)ccc2O1	-1.2
N#C[C@H]1N[C@@H](CO)[C@@H]1c1ccc(C#Cc2ccccc2F)cc1	-1.2
CC(C)(C)S(=O)N1Cc2cc(C(=O)NCCCN3CCOCC3)nc(-c3cccc(-c4cccc(F)c4)c3)c2[C@@H]1CCO (some centres undefined)	-2.0
C[C@H](CO)N1C[C@H](C)[C@H](CN(C)CC2CCOCC2)Oc2ncc(C#Cc3ccncc3)cc2C1=O	-2.5
CCCC(=O)Nc1ccc2c(c1)C(=O)N(C)[C@H]1CC[C@@H](CC(=O)NCCCN(C)C)O[C@@H]1CO2	-1.3
C[C@@H]1CN([C@@H](C)CO)C(=O)c2cc(C3=CCCC3)cnc2O[C@@H]1CN(C)Cc1ccccc1	-0.9
O=C(NCC1CCCCC1)[C@@H]1[C@@H](CO)[C@@H]2Cn3c(cccc3=O)[C@H]1N2C(=O)c1ccncc1	-0.7
Cc1noc(C)c1NC(=O)N(C)C[C@H]1Oc2ccc(NS(=O)(=O)c3cccs3)cc2CC(=O)N([C@H](C)CO)C[C@@H]1C	-2.7
Cc1ccc(S(=O)(=O)N(C)C[C@H]2Oc3ccc(NC(=O)CCC(F)(F)F)cc3CC(=O)N([C@H](C)CO)C[C@@H]2C)cc1	1.2
CC(C)NC(=O)Nc1ccc2c(c1)C(=O)N([C@@H](C)CO)C[C@H](C)[C@@H](CN(C)C(=O)Nc1ccc3c(c1)OCO3)OCCCC[C@H](C)O2	1.1
C[C@@H]1CN([C@@H](C)CO)C(=O)c2cccc(NC(=O)Nc3ccc(C(F)(F)F)cc3)c2O[C@@H]1CN(C)Cc1ccc(-c2ccccc2)cc1	-1.6
C[C@@H]1CCCCO[C@H](CN(C)Cc2ccc(C(=O)O)cc2)[C@H](C)CN([C@@H](C)CO)C(=O)c2cc(NC(=O)c3ccncc3)ccc2O1	3.8
COc1ccc(NC(=O)Nc2cccc3c2O[C@@H](CN(C)Cc2ccc(-c4ccccc4)cc2)[C@H](C)CN([C@@H](C)CO)C3=O)cc1	-3.8
Cc1ccc(S(=O)(=O)Nc2ccc3c(c2)C(=O)N([C@@H](C)CO)C[C@H](C)[C@@H](CN(C)C)OCCCC[C@@H](C)O3)cc1	-2.0
CO[C@H]1CN(C)C(=O)c2cc(NC(=O)C3CC3)ccc2OC[C@H](C)N(C(=O)C2CCOCC2)C[C@@H]1C	-0.9
COc1cccc(S(=O)(=O)N2C[C@H](O)COC[C@@H]3O[C@@H](CC(=O)NCCCN4CCOCC4)CC[C@H]32)c1	0.6
Cc1ccc(S(=O)(=O)N(C)C[C@H]2Oc3ccc(NC(=O)Nc4ccc(C(F)(F)F)cc4)cc3C(=O)N([C@@H](C)CO)C[C@H]2C)cc1	-2.1
C[C@H]1CCCCO[C@@H](CN(C)C(=O)NC2CCCCC2)[C@@H](C)CN([C@@H](C)CO)C(=O)c2cc(NS(=O)(=O)c3cccs3)ccc2O1	-0.4
COc1ccc(NC(=O)N(C)C[C@H]2Oc3ccc(NC(=O)Cn4cnnn4)cc3C(=O)N([C@H](C)CO)C[C@H]2C)cc1	1.8
CCCNC(=O)C[C@@H]1CC[C@@H]2[C@H](COc3ccc(NC(=O)c4ccccc4)cc3C(=O)N2C)O1	0.4
C[C@@H]1CCCCO[C@@H](CN(C)S(=O)(=O)c2cn(C)cn2)[C@@H](C)CN([C@@H](C)CO)C(=O)c2cc(NC(=O)C3CCCCC3)ccc2O1	0.6
Cc1ccc(S(=O)(=O)Nc2ccc3c(c2)C(=O)N([C@@H](C)CO)C[C@H](C)[C@@H](CN(C)S(=O)(=O)c2cn(C)cn2)O3)cc1	0.7
CO[C@@H]1CN(C)C(=O)c2cc(NC(=O)c3cccc(F)c3)ccc2OC[C@H](C)N(C)C[C@H]1C	1.0
C[C@@H]1CN([C@@H](C)CO)C(=O)c2cc(NS(=O)(=O)c3ccc(F)cc3)ccc2O[C@@H](C)CCCCO[C@@H]1CN(C)Cc1ccncc1	0.1
O=C(C[C@H]1C=C[C@H](NC(=O)NC2CCCCC2)[C@H](CO)O1)NCc1ccc(F)cc1	-3.5
O=C(C[C@@H]1CC[C@H]2[C@@H](COC[C@H](O)CN2S(=O)(=O)c2ccc(F)cc2)O1)NCC1CCCCC1	0.4
C[C@@H]1CN([C@H](C)CO)C(=O)c2cc(NC(=O)Cc3ccccc3)ccc2O[C@@H](C)CCCCO[C@@H]1CN(C)Cc1ccc2c(c1)OCO2	-4.5
COc1ccc(S(=O)(=O)Nc2ccc3c(c2)C(=O)N([C@@H](C)CO)C[C@@H](C)[C@H](CN(C)C(=O)C2CCCCC2)OCCCC[C@H](C)O3)cc1	1.8
O=C(C1CCCC1)N1CCCCN2[C@H](CO)[C@@H](c3ccc(C#CC4(O)CCCC4)cc3)[C@H]2C1	2.4
COc1ccc(NC(=O)N(C)C[C@H]2Oc3ccc(NS(=O)(=O)c4c(C)noc4C)cc3CC(=O)N([C@@H](C)CO)C[C@@H]2C)cc1	0.5
C[C@H]1CN([C@@H](C)CO)C(=O)Cc2cc(NC(=O)C3CCCCC3)ccc2O[C@H]1CN(C)Cc1ccccc1	2.8
C[C@@H]1CN([C@H](C)CO)C(=O)Cc2cc(NS(C)(=O)=O)ccc2O[C@@H]1CN(C)Cc1ccc(Oc2ccccc2)cc1	-0.6
COc1ccc(CN(C)C[C@@H]2Oc3ccc(NC(=O)CCC(F)(F)F)cc3CC(=O)N([C@H](C)CO)C[C@@H]2C)cc1	2.5
CCCNC(=O)N1C[C@@H](O)COC[C@@H]2O[C@@H](CC(=O)NCCCN3CCOCC3)CC[C@H]21	-1.3
C[C@@H]1CN([C@@H](C)CO)S(=O)(=O)c2ccc(-c3ccc(C#N)cc3)cc2O[C@@H]1CN(C)C	2.8
O=C(Nc1ccccc1)N1C[C@@H]2[C@H](c3ccccc31)[C@H](CO)N2C(=O)c1ccccn1	25.5
C[C@@H]1CN([C@@H](C)CO)C(=O)c2cc(N(C)C)ccc2O[C@H]1CN(C)C(=O)Nc1cccc2ccccc12	1.3
Cc1ccc(S(=O)(=O)Nc2ccc3c(c2)C(=O)N([C@@H](C)CO)C[C@@H](C)[C@@H](CN(C)C)O3)cc1	-3.0
COc1ccc(NC(=O)N(C)C[C@H]2OCCCC[C@@H](C)Oc3ccc(NC(=O)Nc4ccc(C(F)(F)F)cc4)cc3C(=O)N([C@@H](C)CO)C[C@@H]2C)cc1	-0.7
C[C@@H]1CN([C@H](C)CO)C(=O)c2cc(NC(=O)CCN3CCOCC3)ccc2O[C@@H]1CN(C)Cc1ccc(Oc2ccccc2)cc1	1.4
C[C@@H]1CN([C@H](C)CO)C(=O)c2cc(C#C[C@@H](C)O)cnc2O[C@H]1CN(C)C(=O)Nc1ccc(C(F)(F)F)cc1	-2.6
COc1ccccc1NC(=O)N1CCCCN2[C@H](CO)[C@H](c3ccc(-c4cccc(C)c4)cc3)[C@@H]2C1	-2.6
C[C@H](CO)N1C[C@H](C)[C@H](CN(C)S(=O)(=O)c2cccs2)Oc2ccc(NC(=O)c3ccncc3)cc2C1=O	7.9
CCN1[C@@H]2c3ccc(-c4cccc(F)c4)c(=O)n3C[C@H]1[C@H](CO)[C@H]2C(=O)NCCCN(C)C	-1.5
COC(=O)[C@H]1[C@H](CO)[C@H]2Cn3c(ccc(-c4ccccc4OC)c3=O)[C@H]2N1CC1CCOCC1	-1.3
CNC(=O)C[C@H]1CC[C@@H]2[C@H](COc3ccc(NC(=O)c4cccc(OC)c4)cc3C(=O)N2C)O1	-2.9
COc1cccc(C#Cc2ccc3c(c2)O[C@@H](CN(C)C(C)=O)[C@H](C)CN([C@@H](C)CO)S3(=O)=O)c1	0.5
C[C@H]1CN([C@@H](C)CO)C(=O)c2cc(NC(=O)C3CCCCC3)ccc2O[C@@H]1CN(C)Cc1ccc(Cl)c(Cl)c1	0.7
O=C(Cc1ccccc1)N1CC[C@@H]2[C@H]1c1cc(C#Cc3cccc(F)c3)ccc1N[C@@H]2CO	1.7
COc1cc2c(cc1OC)CN(C(=O)[C@H]1[C@@H]3C(=O)O[C@@H](c4ccccc4)[C@@H](c4ccccc4)N3[C@@H](c3ccccc3OCCO)[C@]13C(=O)Nc1ccc(C#CC4(O)CCCCCC4)cc13)CC2	0.6
C[C@H](CO)N1C[C@H](C)[C@@H](CN(C)Cc2ccc(C(=O)Nc3ccccc3N)cc2)Oc2c(NC(=O)Nc3ccc4c(c3)OCO4)cccc2C1=O	-0.8
C[C@@H]1CN([C@@H](C)CO)C(=O)c2cccc(NC(=O)C3CC3)c2O[C@@H]1CN(C)C(=O)Nc1ccc(F)cc1	-1.5
CC(=O)Nc1ccc2c(c1)C(=O)N(C)[C@H]1CC[C@H](CC(=O)N3CCc4ccccc4C3)O[C@H]1CO2	-0.4

Source: PubChem (Broad Institute)

Not all compounds are listed (hit frequency here may not be typical).
